From PubChem BioAssay
POLK inh: qHTS for Inhibitors of Polymerase Kappa | purified Pol kappa, fluorescent DNA synthesis assay, 10 min | Potency, µM (doses to about 107 µM), without a hit: at the top dose activity, negative = inhibition, actives largely listed as inhibitors | 400,000 compounds, 0.53% hits; further: potency means the concentration at half of the fitted maximal effect; on the % scale 0 is the no-effect control and ±100 the full control effect
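10 nM Pol kappa was preincubated with compounds for 15 min at room temperature. Reaction started with 50 nM (final) substrate. Fluorescence read kinetically at 0 and 10 min.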
Anesthetic bind: qHTS Assay for Identification of Novel General Anesthetics. apoferritin/1-aminoanthracene competitive binding, fluorescence. Potency, µM (titrated, usually from 77.5 µM), for inactives: at the highest dose activity change, negative = displacement, most hits filed as inhibitors. 350,000 compounds, 0.074% hits; further: potency means the concentration at half of the fitted maximal effect; on the % scale 0 is the no-effect control and ±100 the full control effect; nearly all actives have a fitted effect of over 20% in size
Target sequence (P02791 2-175 limits assumed): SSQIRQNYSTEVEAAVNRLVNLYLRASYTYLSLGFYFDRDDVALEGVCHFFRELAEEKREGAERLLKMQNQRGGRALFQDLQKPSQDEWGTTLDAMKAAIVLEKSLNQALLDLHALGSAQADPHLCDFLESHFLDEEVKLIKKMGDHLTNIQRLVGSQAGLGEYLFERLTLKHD
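Apoferritin-based anesthetic binding model; compound displacement of fluorescent 1-AMA measured as endpoint fluorescence after 10 minutes at room temperature, scaled to free-ligand and complex controls.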
TRHR agonist: qHTS for Small Molecule Agonists and Allosteric Enhancers of Human TRH Receptor: Primary Screen for Agonists; Thyrotropin-releasing hormone receptor (Homo sapiens), P34981; TRHR cells, calcium flux fluo-8, FDSS agonist mode; activation, % at 2 µM; 360,000 compounds, 0.18% hits; AID 493084, 2011; in the data active means activation above about 30%; further: 0% is about no effect
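In this calcium-flux screen, cells bearing human TRHR are dye-loaded with fluo-8, baselined for 10 cycles, then exposed to library compounds; positive kinetic calcium responses during the agonist phase mark hits, with TRH as control.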
POLI inh: qHTS for Inhibitors of Polymerase Iota; DNA polymerase iota (Homo sapiens), Q9UNA4; Pol iota fluorescent replication assay, 10 min; Potency, µM (highest dose often 115 µM), without a hit: top-dose activity, negative = inhibition, most hits filed as inhibitors; 390,000 compounds, 1% hits; AID 588590, 2011; further: potency means the concentration at half of the fitted maximal effect
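Pol iota at 10 nM preincubated 15 min with compounds at room temperature; reaction started with fluorescent substrate, 50 nM final. Fluorescence read kinetically at 0 and 10 min; buffer-only wells as negative control.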
12-LOX inh: Primary qHTS assay for inhibitors of human arachidonate 12S-lipoxygenase (ALOX12): Round 2; 580,000 compounds, 1.1% hits; Polyunsaturated fatty acid lipoxygenase ALOX12 (Homo sapiens), P18054; Potency, µM (highest dose often 108 µM), for the others: top-dose activity change, negative = inhibition, hits mostly inhibitors; purified 12hLO, xylenol orange hydroperoxide absorbance; further: potency means the concentration at half of the fitted maximal effect; on the % scale 0 is the no-effect control and ±100 the full control effect
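Purified human 12hLO at 150 nM in 25 mM Hepes, 0.01% Triton X-100, pH 7.0, preincubated 15 min at room temperature with compound. Reaction started with 40 uM arachidonic acid, 30 min at room temperature. Hydroperoxide measured by Fe-xylenol orange, 573/405 nm absorbance ratio.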
ERG-DNA inh: qHTS for Small Molecule Inhibitors of the ERG Ets/DNA interaction | fluorescence polarization, His-ERG Ets domain / labelled DNA | 370,000 compounds, 0.028% hits | Transcriptional regulator ERG (Homo sapiens), P11308 | Potency, µM (doses to about 76.9 µM), inactives show at the top dose FP activity, negative = inhibition, actives largely listed as inhibitors; active means well fitted inhibition curve with a large enough effect in the polarisation, with a control signal flat; inconclusive means small, poorly fitted or top-dose-only effect, or effect the other way, or a change in a side signal; inactive means no such curve, though single readings can be large or run the other way; the % refers to the polarisation;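 further: polarization taken with two DNA probes labelled with fluorescein and Texas red; potency means the concentration at half of the fitted maximal effect; % of control where 0% means no effect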
Target sequence (P11308 whole entry, looked up, the tested form may be a part): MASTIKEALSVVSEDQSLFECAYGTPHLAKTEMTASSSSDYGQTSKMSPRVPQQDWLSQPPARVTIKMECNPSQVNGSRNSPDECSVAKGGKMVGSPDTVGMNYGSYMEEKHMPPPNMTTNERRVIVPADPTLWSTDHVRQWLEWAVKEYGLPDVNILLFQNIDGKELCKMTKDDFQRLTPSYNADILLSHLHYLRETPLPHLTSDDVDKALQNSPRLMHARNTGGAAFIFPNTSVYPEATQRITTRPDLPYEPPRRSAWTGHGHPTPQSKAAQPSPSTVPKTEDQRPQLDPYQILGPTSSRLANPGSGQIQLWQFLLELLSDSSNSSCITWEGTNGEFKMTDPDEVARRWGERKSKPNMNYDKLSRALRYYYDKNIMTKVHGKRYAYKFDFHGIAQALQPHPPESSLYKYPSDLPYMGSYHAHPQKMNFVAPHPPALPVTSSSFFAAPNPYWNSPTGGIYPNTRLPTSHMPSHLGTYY
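His-tagged ERG Ets domain (1 uM in the protein solution; 300mM KCl, 50mM Tris-HCl, 1mM EDTA, 1mM DTT, pH 7.5) received compound, then a probe mix of 5 nM fluorescein-DNA and 100nM Texas-615-DNA. Fluorescence polarization was read for both dyes.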
APEX1 inh: qHTS Assay for Inhibitors of the Human Apurinic/apyrimidinic Endonuclease 1 (APE1). DNA repair nuclease/redox regulator APEX1 (Homo sapiens), P27695. Potency, µM (titrated, usually from 65.8 µM), for the others: at the top dose activity change, negative = inhibition, actives largely listed as inhibitors. recombinant APE1, TAMRA/BHQ-2 abasic DNA cleavage fluorescence. 350,000 compounds, 0.35% hits;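 further: potency means the concentration at half of the fitted maximal effect; plate controls were vehicle for no effect and reference inhibitor for full effect; nearly all actives have a fitted effect of over 55% in size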
Target sequence (P27695 whole entry, looked up): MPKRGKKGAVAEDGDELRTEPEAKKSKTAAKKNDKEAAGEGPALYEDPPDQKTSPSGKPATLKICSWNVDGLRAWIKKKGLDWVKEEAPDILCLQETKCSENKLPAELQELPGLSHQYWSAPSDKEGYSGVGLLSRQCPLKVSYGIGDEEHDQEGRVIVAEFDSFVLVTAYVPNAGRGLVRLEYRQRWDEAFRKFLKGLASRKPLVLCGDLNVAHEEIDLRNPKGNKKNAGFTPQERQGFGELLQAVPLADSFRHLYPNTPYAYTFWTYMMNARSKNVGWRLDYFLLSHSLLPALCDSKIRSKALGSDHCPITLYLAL
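Step 1: APE1 (0.75 nM) with compound, 15 min RT. Step 2: add 50 nM fluorophore/quencher THF duplex. Step 3: three fluorescence reads 60 s apart (525/598 nm); read 3 minus read 1 = reaction progress.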
Pol beta inh: qHTS Assay for Inhibitors of DNA Polymerase Beta. AID 485314, 2010. Potency, µM (top dose mostly 114 µM), for the others: at the top dose activity change, negative = inhibition, usual class: inhibitors. 340,000 compounds, 1.3% hits. Pol beta primer extension/strand displacement, fluorescence kinetic; further: potency means the concentration at half of the fitted maximal effect; on the % scale 0 is the no-effect control and ±100 the full control effect
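Reaction started by 50 nM substrate onto compound-treated Pol beta (10 nM, 15 min preincubation, room temperature); plates read at 0 min and 10 min. Normalized concentration-effect data fitted by four-parameter Hill equation.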
BLM inh: qHTS Assay for Inhibitors of Bloom's syndrome helicase (BLM); RecQ-like DNA helicase BLM (Homo sapiens), P54132; recombinant BLM DNA unwinding, fluorescence dequenching; Potency, µM (highest dose often 56.1 µM), inactives show at the highest dose activity change, negative = inhibition, hits mostly inhibitors; 350,000 compounds, 0.2% hits;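 further: potency means the concentration at half of the fitted maximal effect; plate controls were vehicle for no effect and no enzyme for full effect; nearly all actives have a fitted effect of over 35% in size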
The depositor's hits bear a star; u = inconclusive; x = not tested or not shown; & = joins results of further samples; [ ] = remark or other dose. Unless noted, the call rests on the fitted dose curve; in most records, active means well fitted curve in the direction sought with a large enough effect; inconclusive means small, poorly fitted or top-dose-only effect, or another doubt; inactive means no such curve, though single readings can be large; an effect the other way counts as inactive or inconclusive. An excerpt; the hit share may differ from the screen's.

SMILES	POLK inh	Anesthetic bind	TRHR agonist	POLI inh	12-LOX inh	ERG-DNA inh	APEX1 inh	Pol beta inh	BLM inh
CC(=O)N1CCc2c(sc3nc(SCC(C)C)n(-c4ccc(C)c(Cl)c4)c(=O)c23)C1	-9%	u	0.3	u	u	2%	x	-13%	-24%
O=C(COc1ccccc1F)NNC(=O)c1cc(Br)ccc1Cl	6%	x	x	11%	8%	12%	38%	x	x
O=C(CSc1nc2ccc(Cl)cc2[nH]1)N1CCN(C(=O)c2ccco2)CC1	u	-10%	-0.2	-49%	-25%	3%	-2%	u	-13%
CCCC(=O)Nc1cccc(Oc2nc(C)cc(C)c2C#N)c1	-15%	-18%	0.6	4%	39%[activator]	4%	-5%	8%	0%
C/C(=N\N1CCN(Cc2ccccc2Cl)CC1)c1ccc(F)cc1	-9%	-1%	13	15%	u	-9%	3%	11%	-5%
C=CCNC(=S)NCCO	-1%	37%[activator]	-0.9	15%	u	5%	6%	-10%	-5%
CC(=O)c1ccc(NS(=O)(=O)c2ccc(C(C)(C)C)cc2)cc1	-9%	u	-0.2	-5%	14%	-14%	-2%	26%	-10%
CCC1CCCCN1CCCNC(=O)c1ccc2c(=O)n(CCOC)c(=O)[nH]c2c1 (configuration not stated)	5%	2%	0.7	52%[activator]	-1%	4%	62%[activator]	33%	0%
CCCC(=O)Nc1nnc(/C=C/c2ccc(OC)cc2)s1	2%	54%[activator]	1.5	43%[activator]	33%[activator]	-4%	-6%	14%	-6%
CN(C)C(=O)c1ccc(-c2cc(Nc3ccccc3)ncn2)cc1	-3%[60.1 µM]	x	x	x	u	x	-4%	x	0%
CC1CC(C)CN(CCC(=O)Nc2ccc3c(c2)CCC3)C1 (configuration not stated)	3%[60.1 µM]	-9%	0.5	-12%	-4%	-1%	1%	-16%	4%
Cc1ccc(OCCn2nc3ccccc3n2)c(C)c1	-11%	-5%	0.7	10%	0%	-11%	0%	-23%	-6%
O=C(NCCCNC(=O)c1ccccc1Cl)c1cnccn1	-8%	5%	-0.4	3%	1%	-6%	10%	82%	-5%
COc1ccc(NC(=O)CCCNC(=O)c2ccc(Cl)cc2)cc1S(=O)(=O)N1CCCCC1	0%	x	x	26%	u	-8%	x	x	x
COc1ccc(-c2cc(=O)oc3c(C)c(OCC(=O)NCC4CCC(C(=O)O)CC4)ccc23)cc1 (configuration not stated)	-12%	-6%	0.0	u	-2%	-2%	22%	u	-4%
Cc1ccc(S(=O)(=O)N2CCN(C(=O)c3c(-c4ccccc4)noc3C)CC2)c(C)c1	-3%	-5%	0.0	-5%	0%	1%	9%	21%	0%
CCOc1cc(-c2ccc(OC(=O)c3ccc(OC)cc3)c(OC)c2)cc(=O)c2c(C)oc(C)c12	-14%	-20%	1.6	u	-28%	-2%	x	-18%	-13%
COc1ccc(-c2oc3ncn4nc(COc5ccc(C)cc5)nc4c3c2-c2ccc(OC)cc2)cc1	2%	10%	1.0	31%[activator]	4%	-1%	x	-14%	1%
O=C(OCC(=O)N1CCOCC1)c1c(Cl)ccc(Cl)c1Cl	-1%	-2%	0.6	21%	-1%	-5%	-2%	-22%	0%
CCNCC(=O)Nc1ccc(N2CCOCC2)cc1	-19%	-6%	0.9	u	-17%	-4%	20%	u	-1%
CC(=O)c1ccc(NC(=O)/C=C/c2ccc(C)o2)cc1	-6%	-6%	-0.8	9%	-15%	-4%	x	7%	-1%
CC(C)N=C(NS(=O)(=O)NC(=O)c1ccccc1)c1ccccc1	13%	-3%	1.1	34%[activator]	-1%	12%	16%	1%	1%
Nc1nonc1-n1nnc(C(=O)N/N=C/c2ccccc2Cl)c1COc1ccc(F)cc1	-4%	-14%	1.1	-9%[58.9 µM]	211%[activator]	0%	-7%	0%	-7%
Cc1cc2c(cc(C(=O)OCC(=O)NCc3cccs3)n2C(C)C)o1	-15%	-5%	-2.9	-2%	x	x	-2%	4%	-7%
CN(C)/C=C1\C(=O)N(c2ccc([N+](=O)[O-])cc2)N=C1c1ccccc1	-20%	-10%	1.3	4%	u	3%	-2%	0%	-13%
C#CCOCCOCCOCCNc1nc(N2CCN(C(=O)C(CCC(=O)O)n3cc(C(N)CC(C)C)nn3)CC2)nc(N2CCN(C(=O)C(Cc3cc4ccccc4[nH]3)n3cc(C(N)Cc4ccc(O)cc4)nn3)CC2)n1 (configuration not stated)	3%	-6%	-0.3	u	x	-22%	-1%	-10%	6%
CCCNC(=O)C1CCC(Cn2c(=O)c3sccc3n(Cc3ccccc3C)c2=O)CC1 (configuration not stated)	24%	-10%	-0.2	-3%	2%	6%	x	2%	1%
COc1ccc(CCNC(=S)Nc2ccc(C)cc2C)cc1	2%[60.1 µM]	4%	-0.4	9%	u	2%	0%	21%	-2%
CCOC(=O)C1CCCN(CCC(=O)Nc2c(C(=O)OC)[nH]c3cc(OC)ccc23)C1 (configuration not stated)	-1%	-12%	-0.8	24%	-19%	0%	-1%	u	-2%
COc1cccc(/C=N/NC(=O)C(c2ccncc2)N2CCOCC2)c1 (configuration not stated)	-9%	-2%	0.9	59%[activator]	126%[activator]	-10%	22%	21%	-4%
Cc1cc(NC(=O)CSc2nnc(-c3cccnc3)n2N)no1	u	-15%	0.2	u	39%[activator]	1%	8%	3%	-3%
Cn1cccc1C(=O)N1CCC[C@@]2(CCN(Cc3ccc(C#N)cc3)C2)C1	7%[60.1 µM]	x	x	x	-5%[57.4 µM]	x	2%	x	0%
CCS(=O)(=O)c1ccc(Sc2nncn2C)c([N+](=O)[O-])c1	2%	-6%	-0.5	59%[activator]	-13%	3%	1%	0%	-1%
O=C(NCc1ccc(F)cc1)C(=O)NCC1OCCN1C(=O)c1cccs1 (configuration not stated)	-7%	3%	0.1	10%	-1%	9%	-1%	-19%	3%
CCCNC(=O)c1cc(C)no1	-7%	3%	-0.1	17%	-20%	1%	-1%	u	0%
CCCN1C(=O)C(O)(CC(=O)c2ccc(CC)cc2)c2cc(Br)ccc21 (configuration not stated)	-3%[60.1 µM]	u	1.3	1%	-16%	6%	x	-2%	-9%
O=c1cc(CO)[nH]cc1OCc1ccccc1	1%	-6%	0.2	-6%	-14%	7%	-5%	19%	-2%
Cc1cc(C)n(-c2nc3ccccc3nc2Nc2ccc3[nH]c(=O)[nH]c3c2)n1	-1%	1%	0.5	u	-9%	4%	10%	u	-5%
CCN1C(=O)[C@H]2[C@@H](c3ccc(-c4ccc(C(C)=O)cc4)c(OC)c3)N3CCCC[C@@]3(C(=O)OC)[C@H]2C1=O	6%	x	x	22%	21%	-6%	7%	x	x
O=C(NCc1cccc(Cl)c1)C1CCN(c2nnc(N3CCCC3=O)s2)CC1	2%	-9%	-0.1	-11%	14%	13%	44%[activator]	-22%	-1%

Taken from above:
TRHR agonist, `Cc1cc2c(cc(C(=O)OCC(=O)NCc3cccs3)n2C(C)C)o1` is entered as -2.9
ERG-DNA inh, `CC(=O)c1ccc(NC(=O)/C=C/c2ccc(C)o2)cc1` is entered as -4%
POLK inh, `O=c1cc(CO)[nH]cc1OCc1ccccc1` is entered as 1%

Full records as entered above. Order of values: POLK inh	Anesthetic bind	TRHR agonist	POLI inh	12-LOX inh	ERG-DNA inh	APEX1 inh	Pol beta inh	BLM inh
`O=C(NCc1cccc(Cl)c1)C1CCN(c2nnc(N3CCCC3=O)s2)CC1` as listed: 2%	-9%	-0.1	-11%	14%	13%	44%[activator]	-22%	-1%
`CC(C)N=C(NS(=O)(=O)NC(=O)c1ccccc1)c1ccccc1` as listed: 13%	-3%	1.1	34%[activator]	-1%	12%	16%	1%	1%

Next part
SMILES	POLK inh	Anesthetic bind	TRHR agonist	POLI inh	12-LOX inh	ERG-DNA inh	APEX1 inh	Pol beta inh	BLM inh
Cc1cc(O)c(C=O)c(O)c1C(=O)O	-14%[60.1 µM]	-5%	x	x	x	x	-1%	x	3%
Cc1ccc(OCC(=O)Nc2ccc(S(=O)(=O)Nc3cc(C)nc(C)n3)cc2)cc1	-6%	-11%	0.2	1%	-3%	-4%	-1%	u	-1%
CCN(CC)CCC(=O)Nc1cccc2c1C(=O)c1ccccc1C2=O	-21%	7%	0.4	16µM*	0%	6%	u	20µM*	52%[activator]
CC1CCC(NC(=O)c2ccc(CNc3c(NC4CCCCC4)c(=O)c3=O)cc2)CC1 (configuration not stated)	-18%	-5%	0.3	-3%	6%[57.4 µM]	-2%	0%	-8%	-11%
COC(=O)Cc1ccc(NC(=O)c2ccc(C)c(C)c2)cc1	-8%	-19%	-0.5	16%	-7%	-10%	18%	6%	-4%
Cc1cc(C)nc(NS(=O)(=O)c2ccc(NC(=O)Nc3ccccc3F)cc2)n1	4%	-1%	-0.5	u	6%	-9%	-2%	-8%	-3%
CCN(C(=O)CN1C(=O)COc2ccc(S(=O)(=O)N3CCOCC3)cc21)c1ccc(OC)cc1	-15%&-3%	-6%&-4%	0.9&0.0	-5%&15%	1%&0%	-1%&2%	-5%	6%&-3%	0%&2%
COc1ccccc1CCNC(=O)COc1cccc2c1OC(C)(C)C2	9%	x	-0.7	-6%	5%	1%	-8%	x	x
CCOC(=O)c1c(C)nsc1NC(=O)C1CCCCC1	7%	-13%	0.0	0%	u	13%	-3%	6%	-4%
COc1cc(OC)cc(C(=O)Nc2ccccc2-c2nnn(CC(N)=O)n2)c1	-5%	-1%	0.8	56%[activator]	-1%	3%	-3%	2%	-1%
